# From PubChem BioAssay
# Rpn11 block – Rpn11 (human) deubiquitinase inhibition; calls only at 20 µM; 360,000 tested, 0.59% active; human 26S proteasome, Ub4-pepOG fluorescence polarization; 20S core pre-blocked with epoxomicin; O00487;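 active = inhibition at 20 µM, scaled to each plate's controls, above about 33%, limit read from the data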
# Target sequence (O00487 whole entry, looked up): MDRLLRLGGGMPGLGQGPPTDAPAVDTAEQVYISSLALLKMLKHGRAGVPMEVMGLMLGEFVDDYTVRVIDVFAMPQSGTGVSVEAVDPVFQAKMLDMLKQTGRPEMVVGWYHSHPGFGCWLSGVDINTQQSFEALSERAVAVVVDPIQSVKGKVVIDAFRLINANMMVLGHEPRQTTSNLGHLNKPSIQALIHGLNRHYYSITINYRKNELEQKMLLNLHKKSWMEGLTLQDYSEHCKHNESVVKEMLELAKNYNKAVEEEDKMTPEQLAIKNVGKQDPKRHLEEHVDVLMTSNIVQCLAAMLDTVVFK
# LMPTP block – blocks human LMPTP phosphatase | 360,000 tested, 0.22% active | AID 651560 | inhibition, % at 20 µM | recombinant LMPTP-A, OMFP fluorogenic substrate, fluorescence intensity;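 active = compounds that cut the enzyme signal by at least half of the control window in the single-dose screen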;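 note: plate controls were DMSO wells with enzyme plus substrate for no effect and substrate without enzyme for full effect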
#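 Test system: LMPTP-A phosphatase enzyme; input: 0.625 nM LMPTP-A final; reagent: OMFP substrate, 400 µM final; compound dosing: 20 µM single dose, 3% DMSO; incubation: 50 min dark incubation at room temperature; measured by: endpoint fluorescence intensity from OMFP dephosphorylation; measure: % inhibition relative to no-enzyme and uninhibited control wells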
# TbMetRS inhib – blocks T. brucei methionyl-tRNA synthetase activity | purified T. brucei MetRS, ATP depletion, Kinase-Glo luminescence | inhibition, % at 11.9 µM | 360,000 tested, 0.4% active | AID 624268;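 active = inhibition above a per-plate cutoff of the control wells' mean inhibition plus 3 SD, cut at about 5.5% in these data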;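 note: 0% = DMSO wells median and 100% = median of wells with control inhibitor compound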
#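 Measured by: Kinase-Glo luciferase luminescence reporting remaining unconsumed ATP. Material: purified T. brucei MetRS enzyme. Doses: 11.9 µM compound single dose, 0.9% DMSO. Medium: HEPES buffer containing pyrophosphatase, BSA, spermine, DTT. Times: 15 min preincubation, 2 h reaction, all 25 °C. Reagent: methionine, ATP and bulk E. coli tRNA.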
# SUMO1-SIM PPI – SUMO1-SIM interaction modulation; P63165; 360,000 tested, 0.33% active; AID 602429; SUMO1 binding to a labelled peptide, TR-FRET, 1 h; inhibition, % at 20 µM; in the data active = inhibition above about 37%
# Target sequence (P63165 whole entry, looked up): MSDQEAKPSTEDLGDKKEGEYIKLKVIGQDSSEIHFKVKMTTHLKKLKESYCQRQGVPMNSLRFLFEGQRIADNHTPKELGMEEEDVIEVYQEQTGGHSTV
# NadD block – inhibitors of Staphylococcus aureus NadD; 360,000 tested, 0.78% active; purified NadD enzyme, colorimetric absorbance read-out; inhibition, % at 20 µM; in the data active = inhibition above about 26%; note: some compounds past the cut are filed as inactive
# CSN deneddyl inh – CSN deneddylation inhibition. Q92905. Purified CSN, SCF-Nedd8-OG deneddylation, fluorescence polarization. inhibition, % at 12.5 µM. 360,000 tested, 0.38% active;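 active = pattern-corrected inhibition above about 35%, with an unprinted fluorescence ratio check between 0.5 and 1.5, limit read from the data, passing the limit was not always enough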;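 note: 0% = enzyme with substrate and 100% = substrate without enzyme; some results filed as inactive read as strong as hits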
# Target sequence (Q92905 whole entry, looked up, one chain of several): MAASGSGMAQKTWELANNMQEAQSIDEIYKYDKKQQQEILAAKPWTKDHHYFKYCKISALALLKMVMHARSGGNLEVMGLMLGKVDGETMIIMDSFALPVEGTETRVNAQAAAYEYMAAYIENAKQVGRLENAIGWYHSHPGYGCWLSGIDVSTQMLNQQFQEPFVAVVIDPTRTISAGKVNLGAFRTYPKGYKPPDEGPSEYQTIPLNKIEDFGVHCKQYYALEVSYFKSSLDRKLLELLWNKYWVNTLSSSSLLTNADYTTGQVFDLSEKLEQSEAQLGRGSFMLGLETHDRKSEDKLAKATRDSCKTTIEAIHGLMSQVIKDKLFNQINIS
#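 Assay system: purified human Csn5 enzyme expressed in HEK293T cells; measure: % inhibition; also added: SCFSkp2-Nedd8OG substrate at 10 nM final; technique: fluorescence polarization; times: reaction 90 min, room temperature; medium: Tris buffer pH 7.5, NaCl, DTT, Tween-20, trehalose, ovalbumin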
# Scp-1 inhibitor – blocks human Scp-1 phosphatase activity; Recombinant Scp1, phosphopeptide, malachite green phosphate absorbance; AID 493091; inhibition, % at 20 µM; 340,000 tested, 0.88% active;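 active = inhibition above about 50% at 20 µM, limit read from the data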;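 note: plate controls were DMSO wells with enzyme for no effect and wells lacking enzyme for full effect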
# Target sequence (Q9GZU7 76-261 limits assumed): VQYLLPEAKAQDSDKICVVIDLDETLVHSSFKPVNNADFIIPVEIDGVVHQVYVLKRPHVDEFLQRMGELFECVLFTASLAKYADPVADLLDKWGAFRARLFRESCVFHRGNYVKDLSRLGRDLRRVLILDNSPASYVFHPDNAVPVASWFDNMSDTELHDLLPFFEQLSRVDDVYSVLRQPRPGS
#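 Test system – truncated SCP-1 phosphatase (76-261aa) · Reagent – Phosphorylated 17-residue peptide substrate · Incubation – 45 min room-temperature reaction, 5 min colour, 30 min stabiliser · Detection – colorimetric phosphate reagent with accelerator and stabiliser, absorbance at 630 nm · Measure – % inhibition at 20 µM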
# MsrA inhibitor – inhibitors of bovine MsrA | purified bovine MsrA, absorbance read-out | inhibition, % at 15.5 µM | 360,000 tested, 0.75% active | AID 651718; in the data active = inhibition above about 4.5%;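 note: 0% = vehicle wells with enzyme and 100% = reference inhibitor wells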
# DNMT1 inh – DNMT1 (human) enzyme inhibition; DNMT1 molecular beacon, Hinp1I cleavage, fluorescence; inhibition (reported as % activation of signal), % at 10 µM; 360,000 tested, 0.83% active; AID 588458; in the data active = inhibition above about 50%
# STEP block – STEP (human) phosphatase inhibition; P54829; inhibition, % at 20 µM; 360,000 tested, 0.25% active; recombinant STEP, OMFP fluorogenic substrate, fluorescence;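 active = inhibition at 20 µM, scaled per plate between control wells, above about 37%, limit read from the data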;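 note: 0% = DMSO with enzyme and substrate and 100% = substrate only without enzyme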
#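 Test system: STEP tyrosine phosphatase / Reagent: OMFP at 25 µM / Doses: 20 µM, 1% DMSO / Read-out: percent inhibition scaled to no-enzyme and uninhibited-enzyme controls, plate-pattern corrected / Detection: FITC-channel fluorescence of OMFP product / Medium: Bis-Tris buffer pH 6.0, 2.5 mM DTT, 0.005% Tween 20 / Schedule: 20 min at room temperature, dark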
# Active calls of the source: *; i = inactive; · = not tested or not shown; + = active, no number.
# The first 5 compounds (preview)
SMILES,Rpn11 block,LMPTP block,TbMetRS inhib,SUMO1-SIM PPI,NadD block,CSN deneddyl inh,Scp-1 inhibitor,MsrA inhibitor,DNMT1 inh,STEP block
Cc1ccc(N(CC(=O)NC(C)(C)C)C(=O)CNC(=O)c2cccs2)cc1,i,-0.8,-0.5,0.6,-6.9,-5.9,-2.7,-0.2,0.5,1.2
CC(Oc1ccc(-c2nnco2)cc1)C(=O)N1CCOCC1 (configuration not stated),i,-0.4,0.0,1.6,0.2,-0.5,-4.2,-1.3,0.2,-1.0
O=C(COC(=O)C1CC(O)CN1S(=O)(=O)c1ccc(Cl)cc1)c1ccccc1 (configuration not stated),i,-0.5,-0.4,2.2,-9.0,-0.9,-12.3,0.1,-2.4,-2.9
CCOC(=O)Cn1c(=N)n(CCOc2cccc(C)c2)c2ccccc21,i,-0.8,2.8,0.5,0.2,5.6,2.6,-1.3,3.1,-0.6
Cc1ccc(NS(=O)(=O)c2ccc(NC(=O)C3CC3)cc2)cc1C,i,1.1,-0.1,-2.4,-3.5,-2.4,-6.9,0.1,-1.6,0.2

# The listing (from the top)
SMILES,Rpn11 block,LMPTP block,TbMetRS inhib,SUMO1-SIM PPI,NadD block,CSN deneddyl inh,Scp-1 inhibitor,MsrA inhibitor,DNMT1 inh,STEP block
Cc1ccc(N(CC(=O)NC(C)(C)C)C(=O)CNC(=O)c2cccs2)cc1,i,-0.8,-0.5,0.6,-6.9,-5.9,-2.7,-0.2,0.5,1.2
CC(Oc1ccc(-c2nnco2)cc1)C(=O)N1CCOCC1 (configuration not stated),i,-0.4,0.0,1.6,0.2,-0.5,-4.2,-1.3,0.2,-1.0
O=C(COC(=O)C1CC(O)CN1S(=O)(=O)c1ccc(Cl)cc1)c1ccccc1 (configuration not stated),i,-0.5,-0.4,2.2,-9.0,-0.9,-12.3,0.1,-2.4,-2.9
CCOC(=O)Cn1c(=N)n(CCOc2cccc(C)c2)c2ccccc21,i,-0.8,2.8,0.5,0.2,5.6,2.6,-1.3,3.1,-0.6
Cc1ccc(NS(=O)(=O)c2ccc(NC(=O)C3CC3)cc2)cc1C,i,1.1,-0.1,-2.4,-3.5,-2.4,-6.9,0.1,-1.6,0.2
CN=C1S/C(=C\c2ccc(N3CCOCC3)cc2C)C(=O)N1C,i,0.1,0.1,-15.3,-5.0,2.9,-5.3,-0.4,0.1,-3.2
O=C(CN1C(=O)COc2ccc(Cl)cc21)N1CCCCC1,i,-1.2,-0.6,0.7,-6.4,-0.2,-2.2,0.0,-1.6,7.5
CCOc1ccc(S(=O)(=O)NNS(=O)(=O)c2ccc(C)cc2C)cc1,i,-1.3,0.8,-2.9,-5.8,-3.1,-2.0,-2.0,1.1,-0.7
CC(=O)N1CCN(S(=O)(=O)c2cccc(C(=O)OCC(=O)N(CCC#N)c3ccc(F)cc3)c2)CC1,i,-0.6,0.0,-2.9,7.0,4.8,-9.8,0.0,4.4,-2.2
CCCOc1ccc(C(=O)c2nc3c(n2O)CCCCC3)cc1,i,-1.6,-0.3,-6.8,14.0,4.5,-2.5,2.6,-1.4,-3.9
NC(=O)c1ccc(NC(=O)c2ccc3c(c2)CCN3S(=O)(=O)c2ccccc2)cc1,i,0.9,-0.9,0.8,-4.7,-2.3,-9.6,-0.3,1.6,-8.1
CCOC(=O)[C@@H]1[C@H]2COc3ccccc3[C@@H]2N2C(=O)N(c3ccc(Br)cc3)C(=O)[C@@]12C,i,-0.4,-0.3,5.8,0.5,5.1,·,0.8,-3.0,0.7
Cc1cccc(N2CCN(CC(=O)Nc3ccccc3[N+](=O)[O-])CC2)c1C,i,1.4,-1.3,-6.0,-4.8,3.9,4.2,-0.2,2.2,2.2
O=C(O)c1ccc(NC(=S)NCc2ccccc2)cc1,i,0.7,0.3,2.9,5.2,-1.7,-7.7,-0.2,0.2,-2.4
CCN(CC(=O)NCc1ccc(F)cc1)C(=O)C1CC1C (configuration not stated),i,-0.4,-0.5,2.1,-0.6,-4.5,-4.4,0.8,1.5,-2.2
Cc1ccc(-c2cc(-c3ccccc3[N+](=O)[O-])[nH]n2)c(O)c1,i,2.6,-0.2,-6.9,1.0,2.5,-14.2,1.5,-28.2,-8.3
COC(=O)c1sc(-c2ccc(Cl)cc2)cc1NC(=O)c1ccccc1C(=O)O,i,0.9,-0.5,-20.6,5.1,2.1,-7.2,2.7,2.7,4.7
N#C/C(=C\c1cn(CC(=O)N2CCCC2)c2ccccc12)C(=O)NCc1ccc2c(c1)OCO2,i,0.7,0.1,-20.0,8.1,-3.4,-5.1,0.1,-0.7,0.8
CSC1=NCCN1C(=O)c1c(F)cccc1Cl,i,-0.8,-0.2,-1.5,2.9,1.8,-2.2,0.5,2.6,-0.8
COC(=O)Nc1cc(C)n(-c2ccccc2)n1,i,-0.1,-0.8,0.6,-0.2,-0.1,-7.3,1.1,1.2,-3.5
O=c1c2c(-c3ccc(Cl)cc3)csc2ncn1/N=C/c1cccc([N+](=O)[O-])c1O,i,2.3,0.7,-20.0,9.4,-0.7,18.3,0.9,-2.1,0.9
O=C(c1coc(=O)c2ccccc12)N1CCN(Cc2ccccc2)CC1,i,-2.5,-0.9,1.0,1.8,-1.0,6.0,1.5,-6.6,0.9
COc1ccc(C(=O)C2CCCN(C3Cc4ccccc4C3)C2)cc1OC (configuration not stated),i,0.4,-0.5,2.7,-1.3,-1.7,0.7,3.2,-5.0,-3.2
CCN(CC)S(=O)(=O)c1ccc(-c2nnc(SCC(=O)Nc3ccc4c(c3)OCO4)o2)cc1,i,0.0,-1.6,0.6,4.4,-3.9,29.5,-0.3,21.1,1.4
Cc1cc(C(=O)CN2C(=O)C(=O)N(CCC3=CCCCC3)C2=O)c(C)n1C,i,0.9,-0.1,-20.6,-5.8,-3.0,2.6,-0.3,1.3,-0.1
O=C(C1CC1c1ccccc1)N1CCN(c2cccc(Cl)c2)CC1 (configuration not stated),i,2.5,-1.3,-4.7,-7.3,0.9,1.1,0.1,-4.2,2.6
COC(=O)/C=C/c1oc2ccccc2c1C,i,0.4,-0.5,-10.4,-5.8,-12.2,-4.5,2.4,4.0,-0.3
Cc1cnc(C(=O)Nc2ccc(N3CCN(C(=O)OC(C)(C)C)CC3)cc2)cn1,i,-0.7,-0.2,0.1,2.9,-1.7,-7.2,-0.9,1.4,-2.1
O=C(NCCCn1ccnc1)c1cc(-c2ccc(Br)cc2)on1,i,-2.9,-0.3,-4.9,-1.4,-0.5,-5.4,-0.6,-0.7,-0.2
COc1ccc(C(=O)NCC(=O)OCC(=O)NC2CCCCCC2)cc1,i,-1.1,-0.3,-3.3,-2.8,-4.4,-2.7,0.2,0.1,-3.9
COc1ccc(CCN(C)C(=O)c2c(C)noc2C)cc1OC,i,-8.9,-0.2,-15.4,5.1,-2.2,-5.0,0.4,-0.1,-3.0
O=C(Cn1c(NCCO)nc2ccccc21)Nc1cccc(S(=O)(=O)N2CCCC2)c1,i,5.3,11.2*,4.3,1.0,-4.7,-9.6,-1.4,-3.2,-1.2
O=C(/C=C/c1cc([N+](=O)[O-])ccc1OC(F)F)Nc1cccc(OC(F)F)c1,i,-2.0,-0.9,-3.7,-7.7,-11.4,-4.6,-0.8,1.9,2.1
O=C(O)CCc1ccc(-c2ccccc2)n1CC1CCCO1 (configuration not stated),+,0.8,-1.1,-3.7,3.5,4.3,10.1,-0.8,5.3,2.7
O=S1(=O)N[C@@H](Cc2ccccc2)COc2cc(N3CCC[C@@H]3CO)ccc21,·,0.0,-0.1,4.2,-8.5,-1.1,·,-0.9,·,·
S=c1[nH]nc(COc2ccccc2)n1-c1ccc(Cl)cc1,i,0.4,0.1,4.2,-1.6,3.4,50.6*,0.8,4.3,-4.5
COc1cccc(-c2nc(CS(=O)(=O)CC(=O)Nc3ccc(F)cc3F)c(C)o2)c1,i,0.8,0.0,1.4,-6.0,-2.1,-10.8,1.4,-0.4,-1.4
CC(C)n1c(O)c(/C=C2\C=Nc3ccccc32)sc1=Nc1ccccc1,i,2.5,0.0,-3.1,-1.5,0.8,0.4,-0.1,-8.8,1.5
Cc1ccc(C)c(-c2[nH]ncc2CN2CCCC(CO)(Cc3ccccc3C)C2)c1 (configuration not stated),i,-0.6,-0.8,0.4,-4.0,2.5,-9.1,1.2,0.8,-2.8
CC(C)N(Cc1ccccc1)C(=O)/C=C/c1ccccc1[N+](=O)[O-],i,-1.0,-0.6,-18.0,-1.7,1.2,1.7,1.0,-1.6,0.2
CC1CCC(NC(=O)CN2C(=O)c3ccccc3S2(=O)=O)CC1 (configuration not stated),i,-0.9,-0.5,-0.9,-2.2,0.9,-10.0,0.9,1.1,-2.1
C=CCn1c(SCC(=O)O)nnc1-c1ccccc1,i,0.0,-0.5,-0.2,3.2,1.6,7.1,-0.2,3.6,0.7
O=C(c1ccc(Cl)cc1)c1nnc(-c2ccncc2)o1,i,-1.1,-0.3,-28.7,7.7,0.5,-4.3,1.0,1.2,4.8
Cc1cccc(C(=O)NCCc2nnc(SCC(=O)Nc3cccc(C(=O)O)c3)n2C)c1,i,-1.8,-0.7,7.8,-1.0,-4.5,7.1,-0.9,0.6,1.0
Cc1csc(SCc2nc3sc4c(c3c(=O)[nH]2)CCC4)n1,i,0.6,-0.9,-2.1,-6.2,5.6,-2.2,0.8,0.7,-2.8
O=C(N/N=C/c1cn(Cc2ccccc2)c2ccccc12)c1ccncc1,i,1.4,-0.1,-7.1,0.0,-2.9,-12.5,2.7,-2.3,4.4
Clc1ccc(-n2cc(-c3ccc(Br)cc3)[n+]3c2CCCCC3)cc1,i,0.4,2.9,0.6,12.5,0.9,8.7,-0.5,-0.3,-0.9
CCNS(=O)(=O)c1ccc(CCC(=O)N2CCN(c3ccccc3)CC2)cc1,i,-1.4,-2.0,4.8,-0.7,4.8,-6.5,-0.1,0.4,3.7
COc1coc(/C=C/C(=O)O)cc1=O,i,-1.6,-1.1,-2.9,0.8,-4.4,7.0,0.8,4.9,2.8
C[C@@H]1CN([C@H](C)CO)S(=O)(=O)c2ccc(Br)cc2O[C@H]1CN(C)C(=O)Nc1ccccc1,i,-3.1,-0.1,0.5,-4.0,-2.6,·,-1.1,3.8,2.7

# Compounds as they come. About 3.9% of those tested had a hit in this group.
